Compound activity: PubChem, National Center for Advancing Translational Sciences (NCATS)
TCR activator = Activators of T cell receptors: qHTS campaign; Potency, µM (titrated, usually from 9.22 µM), without a hit: at the top dose activation of IL-2 secretion, usual class: activators; primary human leukocytes, anti-CD3, IL-2 HTRF, 48 h; AID 504894, 2011; 330,000 tested, under 10 active; further: % of control where 0% means no effect
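Activity was scored as IL-2 release from primary human leukocytes given only a TCR signal (a-CD3 beads) plus compound for 48 hr. Detection used a two-antibody HTRF format read at 665nm.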
Chronic BCR inh = qHTS Assay to Find Inhibitors of Chronic Active B-Cell Receptor Signaling | ABC-DLBCL IkBa-CBG/CBR reporter, luminescence ratio, 4 h | AID 493014, 2011 | 340,000 compounds, 0.05% hits | Potency, µM (doses to about 46.1 µM), for inactives: at the highest dose ratio change, negative = lower green/red ratio, usual class: inhibitors; active means well fitted inhibition curve with a large enough effect in the signal ratio, with a control signal flat, not every such curve was filed as active; inconclusive means small, poorly fitted or top-dose-only effect, or effect the other way, or a change in a side signal; the % refers to the signal ratio;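 further: potency means the concentration at half of the fitted maximal effect; plate controls were basal doxycycline-induced cells for no effect and cells given 10 µM MG132 for full effect; MG132 reads +100%, hits lower the ratio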
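Compounds up to 46 uM were incubated four hours with TMD8 cells whose green CBG68 luciferase is fused to IkappaBalpha; red CBR luminescence normalised the signal, and concentration-effect curves were fitted to fusion, red and ratio data.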
Eya2 inh = qHTS Assay for Inhibitors of the Phosphatase Activity of Eya2 | 330,000 compounds, 0.006% hits | recombinant Eya2, OMFP fluorescence dephosphorylation (OMFP is methylfluorescein phosphate) | AID 488837, 2010 | Potency, µM (top dose mostly 76.9 µM), without a hit: at the top dose activity, negative = inhibition, actives largely listed as inhibitors; further: potency means the concentration at half of the fitted maximal effect; on the % scale 0 is the no-effect control and ±100 the full control effect
Target sequence (O00167 whole entry, looked up): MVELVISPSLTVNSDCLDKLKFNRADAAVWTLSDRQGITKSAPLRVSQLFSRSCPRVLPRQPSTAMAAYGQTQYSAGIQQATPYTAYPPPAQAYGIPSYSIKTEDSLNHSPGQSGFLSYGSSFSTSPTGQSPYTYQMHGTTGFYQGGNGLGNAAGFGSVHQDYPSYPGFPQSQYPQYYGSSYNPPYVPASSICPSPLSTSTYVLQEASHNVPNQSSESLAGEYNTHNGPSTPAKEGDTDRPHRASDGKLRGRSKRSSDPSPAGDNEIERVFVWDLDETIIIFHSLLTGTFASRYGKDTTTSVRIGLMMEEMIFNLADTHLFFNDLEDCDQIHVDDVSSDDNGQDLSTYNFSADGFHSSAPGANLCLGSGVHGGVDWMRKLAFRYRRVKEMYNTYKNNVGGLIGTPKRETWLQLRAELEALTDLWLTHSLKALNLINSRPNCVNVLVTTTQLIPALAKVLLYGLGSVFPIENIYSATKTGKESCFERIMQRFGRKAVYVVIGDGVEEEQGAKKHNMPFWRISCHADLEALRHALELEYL
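Eya2 (0.2 uM) preincubated 10 min at ambient with compound, then OMFP substrate added at 50 uM; 10 min reaction in 50 mM HEPES pH 7.5, 50 mM NaCl, 5 uM MgCl2, 0.05% BSA, 1 mM DTT. Fluorescence read at Ex 485/Em 525 nm.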
Mito fusion act = qHTS Assay for Small Molecule Inhibitors of Mitochondrial Division or Activators of Mitochondrial Fusion; 320,000 compounds, 0.23% hits; S. cerevisiae fusion-defective mutant growth rescue, CellTiterGlo 48 h; Potency, µM (doses to about 46.1 µM), inactives show top-dose growth rescue (activation), hits mostly activators;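 further: potency means the concentration at half of the fitted maximal effect; % of control where 0% means no effect; nearly all actives have a fitted effect of over 45% in size; temperature-sensitive fusion mutants such as fzo1-1 at 37 °C on non-fermentable ethanol glycerol medium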
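Compounds are tested for their ability to restore growth of mitochondrial fusion-defective yeast strains at non-permissive 37C in YPEG medium over 48 hours. Viability is quantified by luciferase luminescence.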
A-T KAP1 phos = qHTS Assay for Identifying a Potential Treatment of Ataxia-Telangiectasia; AID 485349, 2010; 320,000 compounds, 0.19% hits; Potency, µM (series often up to 57.5 µM), for inactives: at the highest dose activation, hits mostly activators; […] A-T fibroblasts, KAP-1 phosphorylation AlphaLISA; neocarzinostatin DNA damage 30 min before lysis; further: potency means the concentration at half of the fitted maximal effect; % of control where 0% means no effect; nearly all actives have a fitted effect of over 45% in size
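hTERT-immortalized A-T patient fibroblasts ([…]), 500 cells/well in OPTI-MEM, 1% FBS, got compounds for 60 min, then NCS for 30 min at 37C. Lysates were then assayed for phospho-KAP-1 by AlphaLISA (anti-pKAP1 donor, anti-KAP1 acceptor beads), 6 hr at 25C.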
PTAP TSG101 blk = qHTS Assay for Iinhibitors of HIV-1 Budding by Blocking the Interaction of PTAP/TSG101; Fluorescence polarization, FITC-PTAP peptide / Tsg101 binding; Potency, µM (top dose mostly 115 µM), inactives show at the top dose activity change, negative = inhibition, usual class: inhibitors; 340,000 tested, under 10 active; active means well fitted inhibition curve with a large enough effect in the main read-out, with a control signal flat, not every such curve was filed as active; inconclusive means small, poorly fitted or top-dose-only effect, or effect the other way, or a change in a side signal; inactive means no such curve, though single readings can be large or run the other way; further: potency means the concentration at half of the fitted maximal effect; % of control where 0% means no effect
Target sequence (Q99816 whole entry, looked up): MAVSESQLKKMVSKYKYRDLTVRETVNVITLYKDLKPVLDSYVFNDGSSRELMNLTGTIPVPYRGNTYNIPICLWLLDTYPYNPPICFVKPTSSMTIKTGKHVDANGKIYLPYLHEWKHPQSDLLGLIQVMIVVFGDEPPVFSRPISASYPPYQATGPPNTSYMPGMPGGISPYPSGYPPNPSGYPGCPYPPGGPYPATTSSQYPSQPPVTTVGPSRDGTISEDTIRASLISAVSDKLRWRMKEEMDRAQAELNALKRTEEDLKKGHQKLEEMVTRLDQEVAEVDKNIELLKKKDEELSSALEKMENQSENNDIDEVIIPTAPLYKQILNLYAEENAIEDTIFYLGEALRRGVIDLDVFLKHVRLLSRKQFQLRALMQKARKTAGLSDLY
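Tsg101 binding domain (10 uM final) was mixed with compound and a FITC-labeled PTAP peptide (50 nM final) in HEPES pH 7.5 buffer with NaCl, Tween 20, EDTA and TCEP; fluorescence polarization was read after 20 min at r.t.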
TSHR antag = Antagonists of the Thyroid Stimulating Hormone Receptor: HTS campaign; Thyrotropin receptor (Homo sapiens), P16473; TSHR-expressing cells, TSH-stimulated cAMP HTRF, 2 h; hits give low values; activity change, negative = inhibition, % at 11.5 µM; 330,000 compounds, 0.2% hits;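 active means activity change below a set negative limit, meaning inhibition stronger than a set level, cut at about -70% in these data; inconclusive means activity change between two set negative limits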; further: on the % scale 0 is the no-effect control and ±100 the full control effect
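Freshly harvested TSHR cells receive pin-tooled compound, then EC80 TSH at 4nM final. After 2 hours at 37 deg C, antibody in lysis buffer and cAMP-d2 are added; 30 minutes at ambient temperature precede the HTRF read.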
Tb PFK inh = qHTS Assay to Find Inhibitors of T. brucei phosphofructokinase; T. brucei PFK, ADP-Glo luminescence; Potency, µM (top dose mostly 57.5 µM), for inactives: at the top dose activity, negative = inhibition, hits mostly inhibitors; 330,000 compounds, 0.17% hits;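 further: potency means the concentration at half of the fitted maximal effect; 0% = uninhibited 1x PFK enzyme wells and -100% = no-enzyme wells; nearly all actives have a fitted effect of over 60% in size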
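Compounds were pin-transferred as a titration series up to 57 uM into substrate buffer (0.5 mM F6P, 0.1 mM ATP, pH 8.0), then 1.25 nM PFK was added and reactions ran 45 min before ADP-Glo detection.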
Integrin act MD = qHTS for Activators of Integrin-Mediated Alleviation for Muscular Dystrophy | alpha7betagal myoblasts, beta-gal FDG fluorescence, 48 h | Potency, µM (titrated, usually from 38.3 µM), without a hit: top-dose activation, most hits filed as activators | 350,000 compounds, 0.064% hits | AID 624291, 2012;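 further: potency means the concentration at half of the fitted maximal effect; 100% = response of the positive control SU9516; nearly all actives have a fitted effect of over 60% in size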
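alpha7betagal+/- myoblasts (passage 13, 250/well) treated 48 h at 37C with compounds at 1:260 dilution of DMSO stock. Lysed, then beta-galactosidase activity read as FDG fluorescence (ex 480/em 540) after 30 min, with pre-read for autofluorescence.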
ELG1 DNA repair = qHTS screen for small molecules that inhibit ELG1-dependent DNA repair in human embryonic kidney (HEK293T) cells expressing luciferase-tagged ELG1 | 330,000 compounds, 2.3% hits | AID 504467, 2011 | Potency, µM (titrated, usually from 46.1 µM), inactives show at the highest dose activity change, negative = inhibition, hits mostly inhibitors | HEK293T ELG1-luciferase reporter, luminescence, 16 h; DNA damage induced by 5-fluorouridine; further: potency means the concentration at half of the fitted maximal effect; on the % scale 0 is the no-effect control and ±100 the full control effect; nearly all actives have a fitted effect of over 55% in size
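5-Fluorouridine DNA damage + compound/DMSO, 2,000 cells/well, 16 h, 37 °C/5% CO2. ONE-Glo, 30 min RT, luminescence. Readout = decrease in reporter signal.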
S-ASM inh = Inhibitors of Secretory Acid Sphingomyelinase (S-ASM): qHTS. 340,000 compounds, 0.006% hits. placental ASM, HMU-PC fluorogenic substrate, 60 min. Potency, µM (doses to about 57.5 µM), for the others: at the top dose activity change, negative = inhibition, actives largely listed as inhibitors. Sphingomyelin phosphodiesterase (Homo sapiens), P17405; further: potency means the concentration at half of the fitted maximal effect
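Human placenta-derived ASM enzyme was preincubated with compound for 10 minutes at room temperature, then given fluorogenic substrate HMU-PC0 (9 uM final) for 60 minutes at 37 °C; a pH 10 stop preceded fluorescence reading at Ex 386/Em 447 nm.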
* marks the source's active call; other numbers are inactive results; u = inconclusive; x = not tested or not shown; [ ] = dose if it differs, or a comment. Unless noted, the call rests on the fitted dose curve; in most records, active means well fitted curve in the direction sought with a large enough effect; inconclusive means small, poorly fitted or top-dose-only effect, or another doubt; inactive means no such curve, though single readings can be large; an effect the other way counts as inactive or inconclusive.

SMILES	Chronic BCR inh	A-T KAP1 phos	Tb PFK inh	TCR activator	Mito fusion act	S-ASM inh	Integrin act MD	ELG1 DNA repair	PTAP TSG101 blk	TSHR antag	Eya2 inh
O=S(=O)(Nc1cccc(-n2cnnn2)c1)c1cnc(Cl)c(Cl)c1	-1%	2%	7%	-2%	13%	2%	-4%	2%	-3%	0	2%
CCc1noc(C)c1C(=O)N1CCN(S(=O)(=O)c2ccc(Br)cc2)CC1	1%	-1%	-5%	4%	-1%	3%	-7%	-3%	0%	13	-2%
Cc1ccc(-n2nc3c(N4CCC(C(=O)NCCc5ccccc5C)CC4)nnc(C)c3c2C)cc1	3%	-10%	-5%	-1%	2%	6%	-11%	12%	-6%	7	9%
O=C(C1CCC(=O)N1Cc1cccs1)N1CCOCC1 (stereo not given)	0%	0%	-1%	1%	2%	1%	-4%	u	-7%	1	-10%
O=C(COC(=O)c1cccc(S(=O)(=O)N2CCCC2)c1)Nc1ccccc1C(F)(F)F	2%	8%	-6%	-1%	4%	-1%	0%	9%	-6%	5	-15%
CC(C)(C)S(=O)(=O)c1cnc(N2CCCCC2)nc1N	-22%	-3%	8%	2%	0%	4%	1%	18%	0%	7	12%
COc1cc(OC)c(NC(=S)Nc2cc(Cl)cc(Cl)c2)cc1Cl	u	-4%	-23%	-3%	-9%	-5%	-26%	-13%	2%	-3	1%
Cc1ccc(/C=C2/SC(=S)N(CCC(=O)NCCCN3CCOCC3)C2=O)cc1	u	-6%	3%	x	0%	-13%	-8%	3%	-2%	-9	2%
O=C(/C=C/c1ccc(-c2ccccc2)cc1)NCc1cccnc1	-1%	19%	-5%	3%	8%	-3%	1%	u	-2%	-8	-7%
C=CCNC(=S)N1CCC(C(=O)c2ccc3c(c2)OCCO3)CC1	-21%	-3%	-1%	-15%	-26%	3%	-22%	-6%	-4%	-20	-7%
COc1ccc(S(=O)(=O)N2CCOCC2)cc1NC(=O)Cc1sc(C)nc1-c1ccc(F)cc1	0%	-6%	0%	4%	-1%	2%	-25%	-19%	-2%	2	-27%
CCOc1ccc(OCc2ccc(C(=O)Nc3cccnc3)o2)cc1	-15%	3%	-5%	6%	-2%	15%	8%	-2%	1%	-26	2%
Cc1c(C(=O)N2CCCCC2)c(S(=O)(=O)N2c3ccccc3CC2C)c(C)n1C (stereo not given)	10%	6%	-3%	6%	9%	2%	-21%	1%	-4%	-4	4%
CCOC(=O)C1CCN(C(=O)c2cc3ccccc3oc2=O)CC1	3%	-2%	0%	-4%	1%	-2%	u	8%	-6%	4	2%
COc1ccc(/C=[N+](\[O-])C2N(c3ccccc3)C(=S)SC2(C)C)cc1OC (stereo not given)	u	-5%	-7%	-1%	5%	-1%	0%	-5%	2%	1	u
Nc1nnc(-c2ccc(Cl)cc2)o1	u	1%	-3%	0%	3%	1%	-49%[inhibitor]	24%	-2%	-3	12%
CC(C)(C)C(=O)CSc1nc2c(c(-c3cccs3)c1C#N)CCC2	1%	6%	-4%	-1%[46.1 µM]	0%	38%[activator]	-11%	-1%	5%	0	-1%
O=C(Cc1ccc(F)cc1)N(c1ccccc1)C1C=CS(=O)(=O)C1 (stereo not given)	4%	3%	15%	-1%	-1%	-1%	0%	1%	-6%	11	-5%
C=CCc1ccc(OCc2ccc(C(=O)Nc3ccc(NC(C)=O)cc3)o2)c(OC)c1	u	-5%	-1%	6%	14%	-8%	-9%	u	-1%	6	-16%
COc1ccc(S(=O)(=O)N2CCCN(CC(=O)Nc3ccc(NC(C)=O)cc3)CC2)cc1	-1%	-5%	0%	2%	8%	0%	-20%	3%	-10%	-16	-1%
CCOC(=O)[C@H]1[C@H]2COc3ccccc3[C@@H]2N2C(=O)c3ccc(C)cc3NC(=O)[C@@]12C	u	8%	-1%	0%	17%	1%	-9%	16%	1%	-2	-2%
CCOC(=O)Nc1sc(C)c(C)c1C(=O)OCC	u	5%	-9%	1%[46.1 µM]	-1%	-8%	4%	-2%	-2%	-6	-2%
Cc1ccc2c(c1)N(CC(=O)NC1CCCC1)C(=O)c1cccnc1O2	-1%	-2%	-1%	-1%	-1%	3%	22%	23%	-6%	-2	5%
CC(C)C(=O)Nc1ccc2c(c1)nc(CCN1CCN(c3ccccc3)CC1)n2C	u	-2%	-2%	1%	-1%	5%	10%	-19%	-1%	4	14%
COc1cc(C(=O)OCC(=O)c2c[nH]c3ccccc23)ccc1OCC(=O)N1CCOCC1	u	4%	-2%	x	-2%	1%	-26%	u	-11%	-3	1%
Cc1ccccc1C(=O)NC1CCN(CC(=O)Nc2ccc3c(c2)OCCO3)CC1	-17%	1%	-1%	-2%	-1%	3%	2%	-2%	1%	-3	13%
CCCCc1nc2ccccc2n1Cc1nnc2n1-c1ccccc1SC2	8%	2%	0%	6%	-5%	1%	-18%	-7%	-3%	-1	4%
COc1ccc2c(=O)c(-c3ccc(OC)c(OC)c3)coc2c1	u	-4%	-4%	3%	-2%	2%	20%	u	-3%	3	0%
CCN(CC)S(=O)(=O)c1ccc(OCC(=O)NCc2ccco2)cc1	-1%	27%	-1%	-5%	3%	17%	24%	15%	-3%	20	2%
O=C(COC(=O)c1sc2ccccc2c1Cl)NC1CCCCC1	1%	3%	0%	-1%[46.1 µM]	u	2%	22%	u	-1%	1	1%
COc1ccc(-c2nc(C)ncc2-c2ccc(Cl)cc2)c(O)c1	u	25%	4%	0%	17%	-17%	14%	-1%	-9%	4	-6%
CC(=O)O[C@H]1CSC[C@H]1NC(=O)c1ccccc1	u	x	0%	5%	-1%	0%	25%	18%	3%	10	-25%
O=C1CC(=Nc2ccccc2)NN1c1ccccc1	7%	3%	4%	-6%	-6%	-12%	25%	-1%	0%	15	-1%
NNC(=O)CNC(=O)CNS(=O)(=O)c1ccccc1	0%	5%	6%	-10%	1%	0%	-12%	3%	0%	-3	-3%
COc1ccccc1CN(C)C(=O)c1cccc(S(=O)(=O)N2CCCC2)c1	3%	7%	-5%	2%	-5%	4%	-1%	3%	-7%	-6	-3%
CN(Cc1ccccc1)C1CC(=O)N(c2ccc(C(=O)O)cc2)C1=O (stereo not given)	-13%	-2%	28%	x	-5%	3%	6%[7.66 µM]	2%	-6%	-1	1%
Cc1ccc2[nH]c3c(NCc4ccco4)ncnc3c2c1	8%	3%	-1%	2%	-7%	4%	-30%	u	5%	-33	14%
O=C(NNC(=O)c1ccc[nH]1)c1cccc(C(F)(F)F)c1	u	0%	1%	3%	1%	0%	25%	8%	-4%	2	-1%
Cc1cccc(N2CC(O)=C(c3nc4ccccc4n3C)C2=N)c1	-7%	1%	-5%	0%	-2%	-1%	18%	-14%	-4%	-6	0%
O=C(CSc1nnc(CNC(=O)c2c(F)cccc2Cl)o1)NCc1ccccc1	-17%	14%	0%	-1%	9%	2%	25%	-26%	-3%	33	7%
O=S(=O)(Nc1ccc(S(=O)(=O)N2CCCC2)cc1)c1ccccc1Br	0%	1%	3%	-2%	-2%	0%	20%	5%	-2%	-23	-24%
